Bioassay records (PubChem BioAssay)
S100A4 inh HTS = inhibitors of human S100A4 binding to myosin IIA peptide; AID 652163; 360,000 compounds, 0.14% hits; inhibition, % at 10.7 µM; S100A4/TAMRA-MyoIIA peptide fluorescence polarization;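 active = mean inhibition of at least 70% across replicates, with every replicate also reaching that level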
Target sequence (P26447 whole entry, looked up): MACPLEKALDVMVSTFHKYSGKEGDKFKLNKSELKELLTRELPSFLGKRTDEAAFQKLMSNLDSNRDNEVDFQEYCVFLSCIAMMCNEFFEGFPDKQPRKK
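Material: S100A4 monomer (human). Medium: Calcium-containing HEPES buffer, pH 7.2. Probe or stimulus: labelled myosin peptide probe, 5 nM. Compound dosing: one concentration per compound. Timing: polarization read 5 min after assay mix addition, stable 5–60 min. Benchmarks: DMSO as neutral control, TFP as positive control.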
PGC1a acetyl inh = PGC1a acetylation modulation, inhibitor mode. 350,000 compounds, 0.17% hits. inhibition, % at 15.6 µM. U2OS PGC1a acetylation, AlphaScreen anti-acetyl-lysine; with virally co-expressed GCN5 acetyltransferase;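 active = every replicate shows inhibition of at least 40%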;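 also: 0% = neutral control wells and 100% = positive control wells; some results beyond the cut were filed as inactive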
EWS-Fli inh = inhibitors of EWS/Fli oncoprotein transcriptional activity. 350,000 compounds, 0.67% hits. A673 NR0B1-luciferase reporter, viability-normalised. inhibition, % at 12.6 µM;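 active = mean inhibition of at least 50% after viability correction, with every replicate also passing that limit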;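 also: firefly luciferase signal divided by Alamar Blue viability fluorescence both relative to DMSO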
LGR2 antag = blocks bursicon-induced cAMP signaling via Drosophila LGR2; AID 720647; inhibition, % at 9.99 µM; 380,000 compounds, 0.35% hits; HEK293 LGR2, CRE-luciferase, bursicon-stimulated, 4 h;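 active = drop in luminescence signal, shown as inhibition above about 50% in the replicate tests, limit read from the data, passing the limit was not always enough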;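 also: agonist challenge used bursicon conditioned medium at about half maximal strength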
PglD DTNB = inhibitors of Campylobacter jejuni PglD acetyltransferase. purified PglD enzyme, DTNB colorimetric CoA detection. 360,000 compounds, 0.098% hits. inhibition, % at 12.5 µM; in the data active = inhibition above about 16%, passing the limit was not always enough; also: strong numbers were not always called active
FN deposition inh = fibronectin deposition inhibition. AH1F fibroblasts, Alexa488-fibronectin deposition fluorescence, overnight. inhibition, % at 12.6 µM. 350,000 compounds, 0.086% hits;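 active = mean inhibition across replicates of 30% or more, regardless of how many single replicates reach that level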;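 also: positive control wells lacked labelled fibronectin entirely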
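test system = AH1F fibroblasts assembling fluorescent fibronectin matrix | quantity = 10000 AH1F cells per well | buffer or medium = DMEM plus 2% serum, read in PBS | doses = single dose, pinned | incubation = 1 h cell attachment, overnight exposure to compound and label | detection = fluorescence at 485 nm excitation, 525 nm emission | read-out basis = inhibition from reduced deposited-fibronectin fluorescence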
ERAP1 inh = blocks human ERAP1 aminopeptidase activity. Q9NZ08. 340,000 compounds, 0.15% hits. inhibition, % at 10.7 µM. recombinant ERAP1, Leu-AMC fluorescence, 60 min;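 active = mean replicate inhibition of at least 30%, or all replicates individually reaching that 30% level; inactive = mean below 30% and not every replicate reaching it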;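 also: 0% = neutral control wells and 100% = L-leucinethiol positive control wells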
Target sequence (Q9NZ08 whole entry, looked up): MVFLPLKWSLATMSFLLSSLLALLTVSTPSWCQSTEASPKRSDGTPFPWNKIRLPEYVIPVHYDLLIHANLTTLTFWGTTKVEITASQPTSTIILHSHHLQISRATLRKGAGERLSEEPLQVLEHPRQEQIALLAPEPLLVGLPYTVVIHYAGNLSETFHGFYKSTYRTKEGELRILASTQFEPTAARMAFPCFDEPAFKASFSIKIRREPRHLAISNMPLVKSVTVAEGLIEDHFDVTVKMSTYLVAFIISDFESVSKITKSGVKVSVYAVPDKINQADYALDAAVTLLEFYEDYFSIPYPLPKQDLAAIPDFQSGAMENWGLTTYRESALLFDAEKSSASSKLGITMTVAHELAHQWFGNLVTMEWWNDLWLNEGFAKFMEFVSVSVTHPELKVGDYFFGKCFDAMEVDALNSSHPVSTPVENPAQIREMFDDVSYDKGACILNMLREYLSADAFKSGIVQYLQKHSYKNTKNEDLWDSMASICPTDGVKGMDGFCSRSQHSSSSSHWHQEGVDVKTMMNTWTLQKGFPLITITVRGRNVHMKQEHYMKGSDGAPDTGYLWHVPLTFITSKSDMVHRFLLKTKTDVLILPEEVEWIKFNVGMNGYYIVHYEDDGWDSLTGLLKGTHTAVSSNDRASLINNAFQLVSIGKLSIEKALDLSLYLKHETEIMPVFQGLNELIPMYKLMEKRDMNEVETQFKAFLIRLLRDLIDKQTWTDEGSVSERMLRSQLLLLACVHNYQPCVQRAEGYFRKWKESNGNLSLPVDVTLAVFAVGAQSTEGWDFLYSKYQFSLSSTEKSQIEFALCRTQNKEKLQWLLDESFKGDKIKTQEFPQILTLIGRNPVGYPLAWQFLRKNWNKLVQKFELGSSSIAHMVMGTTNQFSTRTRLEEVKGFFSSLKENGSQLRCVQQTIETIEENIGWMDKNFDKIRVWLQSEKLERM
PAX8 reporter = PAX8 transcriptional activity inhibition. RMG-I TPO-luciferase reporter, SteadyGlo, 24 h. inhibition, % at 12.6 µM. 360,000 compounds, 1.2% hits. AID 652154;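 active = mean replicate inhibition at least 60% with every replicate also reaching 60%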;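 also: luciferase light reporting Pax8 driven TPO promoter activity; plate controls were median of neutral control wells for no effect and mitoxantrone controls for full effect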
The depositor's hits bear a star; nt = no result given.

Screens in order – S100A4 inh HTS, PGC1a acetyl inh, EWS-Fli inh, LGR2 antag, PglD DTNB, FN deposition inh, ERAP1 inh, PAX8 reporter
> c1csc(-c2nnc(N3CCOCC3)c3ccccc23)c1
    -2, -9, 2, nt, nt, -14, 5, 15
> CCOc1ccc2nc(N3CCCC(C(=O)NCCCN4CCOCC4)C3)sc2c1 (centres undefined)
    -2, -11, -54, -2, 5, -9, -3, -100
> COc1ccccc1/C=C1\SC(=S)N(CCC(=O)NNC(=O)c2ccccc2OC)C1=O
    -1, nt, 47, -5, nt, 2, 0, 19
> COc1ccccc1NC(=O)N1C[C@@H]2[C@H](c3ccccc31)[C@H](CO)N2C(=O)C1CC1
    0, 0, 2, nt, -9, nt, -1, 21
> Cc1ccc([N+](=O)[O-])cc1NC(=O)c1cccnc1
    3, nt, 2, 18, -21, -2, -1, 4
> CC1CCCN(S(=O)(=O)Cc2ccc(Cl)cc2)C1 (centres undefined)
    -1, -19, -21, -10, -8, nt, -2, nt
> S=C1NCN(CCc2ccccc2)CN1
    1, -3, 6, nt, 3, 3, nt, 5
> O=C(CN1CCCN(Cc2ccc(F)cc2Cl)C1=O)NC1CCCCCC1
    0, -3, 1, 6, -2, nt, -3, nt
> CC(C)NC(=O)N(C)C[C@@H]1OCCCC[C@H](C)Oc2ccc(NC(=O)c3ccccc3)cc2C(=O)N([C@@H](C)CO)C[C@H]1C
    10, -4, nt, -20, -3, nt, 0, -1
> O=C(C[C@H]1C[C@@H]2c3cc(NC(=O)Nc4ccc(F)cc4)ccc3O[C@@H]2[C@@H](CO)O1)NCC(F)(F)F
    -5, -1, 2, -2, 5, -20, -1, nt
> CCOc1cccc(/C=C(\C#N)C(=O)NC2CC2)c1
    -2, nt, 3, 1, -2, 9, nt, -11
> COc1ccc(C2NC(=S)NC3=C2CCCC3=C2SCCS2)cc1 (centres undefined)
    -7, 45*, 63*, -5, 6, 6, -2, 102*
> O=C(Cn1cc([N+](=O)[O-])ccc1=O)NCC1COc2ccccc2O1 (centres undefined)
    -1, -2, -4, 11, -1, -1, 0, 1
> CN(C)CCNc1ccc2nnn3c4ccc(O)cc4c(=O)c1c23
    1, nt, -5, -11, nt, 3, 1, -1
> COc1cccc(-c2nnc(SC(C(=O)c3c[nH]c4ccccc34)c3ccccc3)n2C)c1 (centres undefined)
    1, nt, 2, 5, nt, 1, -2, 6
> COc1ccc(-c2ccc3n(c2=O)C[C@@H]2[C@@H](CO)[C@H](C(=O)NC4Cc5ccccc5C4)N[C@H]32)cc1
    -5, nt, -5, 6, 0, nt, 0, 66*
> CC(C)C(=O)NC(=S)Nc1ccc(S(=O)(=O)Nc2nccs2)cc1
    -8, -11, -1, -7, nt, 4, 0, -20
> O=C(CC1C=Cc2ccccc2N1C(=O)c1ccccc1)c1ccccc1 (centres undefined)
    -4, nt, 22, 5, 0, -3, 0, 31
> C[C@H](CO)N1C[C@H](C)[C@@H](CN(C)C(=O)Nc2cccc(F)c2)OCc2ccccc2-c2c(n(C)c3ccccc23)C1=O
    7, -5, 12, -10, -2, -1, -1, nt
> C/C=C/c1ccc2c(c1)O[C@H](CN(C)C(=O)CN1CCOCC1)[C@@H](C)CN([C@H](C)CO)S2(=O)=O
    -11, 0, -20, 0, -1, nt, -1, nt
> COC(=O)C1=C(C)N(c2ccc(OC)cc2)C(C)=C(C(=O)OC)C1c1ccc(OC)cc1
    5, -11, 11, 13, -2, -2, nt, 28
> C[C@H](CO)N1C[C@H](C)[C@H](CN(C)S(=O)(=O)c2ccc(F)cc2)Oc2ccc(NC(=O)CCCN(C)C)cc2C1=O
    -3, -5, 2, 3, 2, nt, -2, -9
> COc1ccc(-c2csc(Nc3ccc(S(=O)(=O)Nc4cc(C)on4)cc3)n2)cc1C
    10, 5, 10, -3, nt, 0, -1, 11
> CCOC(=O)c1cnc2ccc(C)cc2c1N(C)Cc1ccccc1
    -2, -13, 20, 0, -9, 0, -3, -6
> CC(C)(C)c1nc2cc(Cl)c([N+](=O)[O-])cc2o1
    -2, -7, 0, 3, 6, -6, 0, -7
> CNS(=O)(=O)c1cccc(C(=O)OCC(=O)Nc2cc(F)ccc2F)c1
    -3, nt, 4, 9, -4, 2, 2, 6
> CC(C)N1C(=O)CSC1c1ccc(Br)cc1 (centres undefined)
    -7, nt, -5, 7, nt, -48, 0, -7
> Cc1nnc(NC(=O)c2csc3c2CCC(C)C3)s1 (centres undefined)
    0, nt, -54, -34, nt, 1, -1, -27
> COc1ccc(S(=O)(=O)Nc2ccc3c(c2)C(=O)N([C@H](C)CO)C[C@H](C)[C@H](CN(C)C(=O)Cc2ccccc2)OCCCC[C@@H](C)O3)cc1
    -21, -2, 12, 28, nt, nt, 0, nt
> C[C@@H]1CN([C@@H](C)CO)C(=O)c2cccc(NC(=O)c3cnccn3)c2O[C@H]1CN(C)Cc1ccc2c(c1)OCO2
    5, 13, 6, -12, 3, nt, 0, -2
> CCOC(=O)[C@]12CCCC=C1N(Cc1ccc3c(c1)OCO3)C(=O)[C@H](CC(=O)N1CCN(C(=O)C3CC3)CC1)C2
    2, nt, 2, -6, nt, 6, -2, 2
> O=C1CSC(c2ccc([N+](=O)[O-])cc2)N1c1ccc(O)cc1 (centres undefined)
    1, -7, -2, 4, 7, -6, 3, 11
> CCN(CCNC(=O)c1cc(C)nn1-c1ccccc1)c1ccccc1
    2, -10, 3, 3, 5, 2, 2, -2
> CCCN(CCC)Cc1cc(=O)oc2ccccc12
    1, nt, 0, -4, nt, nt, nt, 11
> CC(C)C#Cc1cnc2c(c1)C(=O)N([C@H](C)CO)C[C@H](C)[C@@H](CN(C)C(=O)Nc1ccccc1F)O2
    -1, -6, -3, 7, 3, nt, 0, nt
> O=C(C1CC1)N1C[C@H]2[C@@H](c3ccccc31)[C@@H](CO)N2Cc1ccccc1Cl
    3, -10, -3, -9, 4, 3, 4, 2
> CCOc1ccc(S(=O)(=O)Nc2ccc(C(=O)N/N=C/c3c(C)nn(-c4ccccc4)c3N3CCCC3)cc2)cc1
    -4, nt, 18, 6, nt, 2, 1, 5
> O=C(CCNC(=O)c1ccco1)NCc1ccc(F)cc1
    2, 6, 4, 5, -1, 2, 1, 2
> C[C@H]1CN([C@@H](C)CO)C(=O)c2cc(NC(=O)Nc3ccc4c(c3)OCO4)ccc2O[C@H]1CN(C)S(=O)(=O)c1cn(C)cn1
    -2, -10, -5, 18, 1, nt, 1, nt
> CC(C)Cn1c(CCCNC(=O)c2ccc(F)cc2)nc2ccccc21
    -10, 0, 4, -12, 2, -10, 1, 9
> C[C@@H]1CCCCO[C@@H](CN(C)Cc2ccccc2)[C@H](C)CN([C@@H](C)CO)C(=O)c2cc(NC(=O)Cc3ccccc3)ccc2O1
    2, 2, 6, 13, -1, 20, 2, 2
> CC(C)CC(=O)N1CCN(S(=O)(=O)c2ccc(Cl)cc2)CC1
    4, 1, 5, 0, nt, 3, -1, -10
> O=C(N/C(=C/c1ccccc1)C(=O)N1CCCCC1)c1ccccc1
    4, -8, nt, -5, 5, nt, -4, 22
> Cc1noc(NS(=O)(=O)c2ccc(NC(=O)/C=C/c3ccccc3)cc2)c1C
    2, 2, -2, -5, 0, -4, 0, 3
> COC(=O)C1=CN(Cc2ccccc2)C=C(C(=O)OC)C1c1ccc(O)c(OC)c1
    -1, -2, -2, -5, 0, -3, 7, -3
> O=c1[nH]c(CSc2ncc(C(F)(F)F)cc2Cl)nc2ccccc12
    5, -16, -22, 7, -2, 8, 0, -11
> C=CCn1c(=O)c2ccccc2n2c(SCC(=O)NC)nnc12
    0, 1, 1, -1, 9, -3, -2, -5
> CCCNC(=O)c1cc(C2CCCCN2C(=O)OC)on1 (centres undefined)
    3, 8, -4, -12, 4, -5, -1, -8
> c1csc(-c2nc(-c3ccncc3)no2)c1
    2, 6, -95, -30, 1, nt, -6, nt
> COc1ccc(S(=O)(=O)Nc2cccc3c2O[C@@H](CN(C)C(=O)Nc2ccccc2)[C@@H](C)CN([C@@H](C)CO)C3=O)cc1
    -27, -3, 6, 15, -2, nt, 4, -1

Next structures
Screens in order – S100A4 inh HTS, PGC1a acetyl inh, EWS-Fli inh, LGR2 antag, PglD DTNB, FN deposition inh, ERAP1 inh, PAX8 reporter
> Cc1cc(C)n(-c2nc(NC(C)C)nc(NC(C)C)n2)n1
    5, 16, nt, -5, 0, nt, 4, nt
> CC(=O)NCc1ccc(-c2csc(NC(=O)CCc3nc4ccccc4c(=O)[nH]3)n2)s1
    2, -1, 8, 0, 6, 3, -4, 2
> CC(=O)C1CCC2C3CC=C4CC(SC(=N)N)CCC4(C)C3CCC12C (centres undefined)
    5, nt, 48, 90*, nt, -2, 5, nt
> CN1C(=O)c2cc(NC(=O)C3CCOCC3)ccc2OC[C@@H]2O[C@H](CC(=O)NCC3CC3)CC[C@@H]21
    6, 1, -1, -1, -2, -6, 1, -15
> O=c1cc(NCCCO)c2ccccc2o1
    nt, -6, nt, nt, -1, 5, nt, 2
> Cc1ccc(C(=O)COC(=O)CNC(=O)c2cccs2)cc1C
    -2, -3, 1, 22, -5, -10, -3, -5
> COc1ccc(-c2cnc3c(c2)C(=O)N([C@H](C)CO)C[C@H](C)[C@@H](CN(C)C(=O)Cc2ccncc2)O3)cc1
    -14, 6, 3, -5, 3, nt, -2, 3
> C/C=C/c1ccccc1[C@@H]1[C@@H](C#N)N(C(=O)CN2CCOCC2)[C@@H]1CO
    3, nt, 4, -12, nt, 5, 0, nt
> CN(C)CCNC(=O)c1cc2c(s1)-c1ccc(Cl)cc1SC2
    -2, nt, 35, 2, 2, 3, 19, 93*
> Cc1cc(C)n(CCN(C)Cc2nc(Cc3ccccc3F)no2)n1
    0, 5, -6, 5, nt, 6, 2, -6
> O=C(c1ccoc1)N1CCCC(N2CCN(c3ccc(F)cc3)CC2)C1 (centres undefined)
    -7, nt, nt, -3, -1, 5, 0, -12
> Cc1ccc(NCc2nnc(SCC(=O)Nc3ncc(C)s3)n2Cc2ccco2)c(C)c1
    nt, 16, nt, nt, 3, -8, nt, 2
> Cc1noc(C)c1NC(=O)Nc1cccc2c1O[C@@H](CN(C)C(=O)Nc1ccc3c(c1)OCO3)[C@H](C)CN([C@H](C)CO)C2=O
    -7, -6, -5, -9, 5, 2, 0, 5
> CCN(CC)S(=O)(=O)c1cccc(-n2c(O)c(C=Nc3ccccc3C(=O)O)c3ccccc3c2=O)c1
    -3, -23, -4, 14, -9, 5, -3, 28
> O=S(=O)(Cc1ccccc1)NCC[C@H]1CC[C@@H](NS(=O)(=O)c2ccccc2)[C@H](CO)O1
    -1, 8, 4, 17, -2, nt, -4, 2
> CCNC(=O)COC(=O)c1[nH]c(C)c(C(=O)OC)c1C
    -1, 17, -43, -36, 6, -1, 6, -44
> C[C@H](CO)N1C[C@H](C)[C@@H](CN(C)Cc2ccccc2)Oc2cc(/C=C/c3ccccc3)ccc2S1(=O)=O
    3, 9, 1, -32, 0, nt, 2, 8
> C#CCNS(=O)(=O)c1ccc(F)cc1Br
    0, 8, -8, 1, -6, 1, -1, -2
> CCOC(=O)c1cc2sccc2n1CC(=O)OC(C)C
    3, -15, nt, 3, -3, nt, 0, nt
